RORg inh = ROR gamma (mouse) transcription inhibition. P51450. Drosophila S2 Gal4-RORgamma UAS-luciferase reporter, 20 h. Potency, µM (top dose mostly 53.6 µM), for inactives: at the top dose activity change, negative = inhibition, usual class: inhibitors. 5.4% of 310,000 active. AID 2551; further: potency means the concentration at half of the fitted maximal effect; on the % scale 0 is the no-effect control and ±100 the full control effect; nearly all actives have a fitted effect of over 60% in size
Target sequence (P51450 whole entry, looked up, the tested form may be a part): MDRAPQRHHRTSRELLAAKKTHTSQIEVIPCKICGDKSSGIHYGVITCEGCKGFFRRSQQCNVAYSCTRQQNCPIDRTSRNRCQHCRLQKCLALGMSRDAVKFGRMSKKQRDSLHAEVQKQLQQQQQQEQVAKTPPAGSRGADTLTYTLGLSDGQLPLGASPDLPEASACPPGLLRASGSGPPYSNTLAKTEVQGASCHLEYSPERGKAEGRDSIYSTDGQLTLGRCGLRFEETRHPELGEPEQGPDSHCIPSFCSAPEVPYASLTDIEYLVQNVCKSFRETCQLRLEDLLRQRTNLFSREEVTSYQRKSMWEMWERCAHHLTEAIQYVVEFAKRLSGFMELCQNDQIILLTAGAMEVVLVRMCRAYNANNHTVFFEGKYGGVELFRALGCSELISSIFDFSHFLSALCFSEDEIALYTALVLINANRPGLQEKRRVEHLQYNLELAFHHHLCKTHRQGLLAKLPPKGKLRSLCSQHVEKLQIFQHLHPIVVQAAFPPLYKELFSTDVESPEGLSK
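Using a luciferase readout, inhibitors were identified by reduced reporter activity in Drosophila cells coexpressing a copper-inducible Gal4–ROR gamma fusion and UAS-driven Photinus luciferase, incubated 20 hr after 700 uM copper sulfate.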
ELG1 DNA repair = blocks ELG1-dependent DNA repair in HEK293T cells | HEK293T ELG1-luciferase reporter, luminescence, 16 h; DNA damage induced by 5-fluorouridine | Potency, µM (series often up to 46.1 µM), without a hit: top-dose activity change, negative = inhibition, hits mostly inhibitors | 2.3% of 330,000 active; further: potency means the concentration at half of the fitted maximal effect; on the % scale 0 is the no-effect control and ±100 the full control effect; nearly all actives have a fitted effect of over 55% in size
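Quantitative HTS, concentration-response format. 2,000 cells/well co-treated with 5-fluorouridine and compound, 16 hr in 5% CO2 at 37 °C; ONE-Glo luminescence read after 30 min.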
Menin MLL FP TR = inhibitors of human menin-MLL interaction, mutant MLL peptide. Menin + Texas Red MLL mutant peptide, fluorescence polarization. Potency, µM (highest dose often 61.6 µM), for inactives: at the highest dose FP activity change, negative = inhibition, hits mostly inhibitors. 0.23% of 270,000 active. AID 1768; active means well fitted inhibition curve with a large enough effect in the polarisation, with a control signal flat, not every such curve was filed as active; inconclusive means small, poorly fitted or top-dose-only effect, or effect the other way, or a change in a side signal; inactive means no such curve, though single readings can be large or run the other way; the % refers to the polarisation; further: potency means the concentration at half of the fitted maximal effect; % of control where 0% means no effect; many of its hits are not listed in these tables
Target sequence (O00255 whole entry, looked up): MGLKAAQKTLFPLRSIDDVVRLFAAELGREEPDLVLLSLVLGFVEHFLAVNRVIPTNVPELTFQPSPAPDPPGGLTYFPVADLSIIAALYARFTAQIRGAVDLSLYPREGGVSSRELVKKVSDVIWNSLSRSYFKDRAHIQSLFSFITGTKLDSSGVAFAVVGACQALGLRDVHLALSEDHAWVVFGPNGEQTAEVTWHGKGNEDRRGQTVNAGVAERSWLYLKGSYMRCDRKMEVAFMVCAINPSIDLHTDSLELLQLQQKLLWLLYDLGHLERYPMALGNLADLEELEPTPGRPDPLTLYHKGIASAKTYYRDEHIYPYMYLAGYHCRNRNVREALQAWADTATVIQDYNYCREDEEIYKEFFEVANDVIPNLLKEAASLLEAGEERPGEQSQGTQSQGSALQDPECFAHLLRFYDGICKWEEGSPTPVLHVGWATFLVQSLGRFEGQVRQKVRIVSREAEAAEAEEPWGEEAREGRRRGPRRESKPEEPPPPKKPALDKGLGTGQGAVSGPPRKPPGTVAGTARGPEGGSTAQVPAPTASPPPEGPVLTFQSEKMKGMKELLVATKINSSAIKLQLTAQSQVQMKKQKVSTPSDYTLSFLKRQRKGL
MBNL1 CUG block = MBNL1-poly(CUG) RNA binding inhibition. Q9NR56. TR-FRET MBNL1-His/biotin-(CUG)12 binding, 665/545 ratio. Potency, µM (highest dose often 57.5 µM), inactives show at the top dose activity change, negative = inhibition, hits mostly inhibitors. 0.036% of 280,000 active. AID 2675; active means well fitted inhibition curve with a large enough effect in the signal ratio, with a control signal flat, not every such curve was filed as active; inconclusive means small, poorly fitted or top-dose-only effect, or effect the other way, or a change in a side signal; inactive means no such curve, though single readings can be large or run the other way; the % refers to the signal ratio; further: potency means the concentration at half of the fitted maximal effect; on the % scale 0 is the no-effect control and ±100 the full control effect
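Ratiometric TR-FRET (665 over 545 nm, excitation 340 nm) tracks disruption of MBNL1-His/biotin-(CUG)12 complex after 60 min at room temperature, with compounds at 92 nM to 58 uM final.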
KCNH2 3.1 inh = KCNH2 3.1 (human) potassium channel inhibition; U2OS KCNH2 3.1, thallium flux FluxOr; active compounds read low; activity change, % (tested at about 1.8 µM); 0.95% of 340,000 active; AID 720553;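 active means maximum activity change below -70%; inconclusive means maximum activity change from -70% to -50%; inactive means maximum activity change above -50%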;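 further: thallium influx rate constant from kinetic fluorescence after stimulation buffer; on the % scale 0 is the no-effect control and ±100 the full control effect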
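Measured as rate of thallium-driven FluxOr signal in transduced U2OS cells carrying the 3.1 channel, read kinetically for 2 min upon stimulation; values are rate constants scaled to DMSO control wells.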
FLuc modulator = firefly luciferase modulation, counter-screen for miR-21 project. purified FLuc, Km substrates, luminescence inhibition. Potency, µM (titrated, usually from 57.5 µM), for inactives: at the top dose activity change, negative = inhibition, usual class: inhibitors. 6.9% of 360,000 active;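 further: potency means the concentration at half of the fitted maximal effect; plate controls were vehicle for no effect and reference inhibitor for full effect; nearly all actives have a fitted effect of over 55% in size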
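Purified P. pyralis luciferase (10nM final) with 10uM D-luciferin and 10uM ATP (Km levels) in 50mM Tris acetate pH 7.5, 10mM Mg acetate, 0.01% Tween-20, 0.05% BSA; qHTS 6-point titration, ~60 µM downward; luminescence read.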
NPC1 promoter act = activators of NPC1 promoter | Huh7 NPC1 promoter luciferase reporter, 24 h | Potency, µM (titrated, usually from 9.22 µM), for the others: top-dose activation, actives largely listed as activators | 2.4% of 320,000 active;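 further: potency means the concentration at half of the fitted maximal effect; % of control where 0% means no effect; nearly all actives have a fitted effect of over 60% in size; reporter is driven by a mutant NPC1 promoter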
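In 1536-well qHTS, Huh7 cells harboring an NPC1 promoter–luciferase construct received compound for 24 h; activation was quantified by luminescence following luciferase reagent addition.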
VP16 counter = inhibits Gal4-VP16 luciferase reporter, ROR gamma counter-screen | Potency, µM (titrated, usually from 53.6 µM), for inactives: top-dose activity, negative = inhibition, hits mostly inhibitors | AID 2546 | 3.5% of 310,000 active | Drosophila S2 Gal4-VP16 UAS-luciferase, luminescence, 20 h;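 further: Gal4-VP16 expression switched on by copper sulfate through the metallothionein promoter; potency means the concentration at half of the fitted maximal effect; on the % scale 0 is the no-effect control and ±100 the full control effect; nearly all actives have a fitted effect of over 50% in size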
Mito fusion act = blocks mitochondrial division or promotes mitochondrial fusion; S. cerevisiae fusion-defective mutant growth rescue, CellTiterGlo 48 h; 0.23% of 320,000 active; Potency, µM (doses to about 46.1 µM), inactives show top-dose growth rescue (activation), hits mostly activators;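 further: potency means the concentration at half of the fitted maximal effect; % of control where 0% means no effect; nearly all actives have a fitted effect of over 45% in size; temperature-sensitive fusion mutants such as fzo1-1 at 37 °C on non-fermentable ethanol glycerol medium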
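S. cerevisiae fusion-defective temperature-sensitive mutants (e.g. fzo1-1, mgm1-5) grown 48 h at 37C in YPEG (ethanol/glycerol non-fermentable) medium with 23 nl compound per well; growth rescue read as CellTiterGlo luminescence.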
Rab9 prom act = activators of Rab9 promoter; AID 485297; Potency, µM (top dose mostly 9.22 µM), for the others: at the top dose activation, negative = inhibition, usual class: activators; Huh7 Rab9 promoter-luciferase reporter, luminescence, 24 h; 2.8% of 320,000 active; further: potency means the concentration at half of the fitted maximal effect; % of control where 0% means no effect; nearly all actives have a fitted effect of over 60% in size
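Measured in stably transfected Huh7 cells bearing a Rab9 promoter–luciferase construct: 24 h compound treatment at 37 °C, followed by luminescence detection.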
PKM2 act = increases activity of human pyruvate kinase M2. P14618. 0.34% of 260,000 active. AID 1631. Potency, µM (top dose mostly 57.5 µM), without a hit: top-dose activation, hits mostly activators. purified PKM2, Kinase-Glo ATP luminescence, activation; response scale: 0% is enzyme alone, no compound; further: potency means the concentration at half of the fitted maximal effect; on the % scale 0 is the no-effect control and ±100 the full control effect; nearly all actives have a fitted effect of over 55% in size
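hPK-M2, >95% pure; 0.1 mM ADP / 0.5 mM PEP final; imidazole pH7.2 buffer w/ 7 mM MgCl2, 50 mM KCl; 1 h RT; Kinase-Glo lum. Intermediate enzyme activity for dual inhibitor/activator qHTS.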
* hit, by the source's call; ? = inconclusive; / = no result given; & = joins results of further samples; [ ] = another dose, or the depositor's remark. Unless noted, the call rests on the fitted dose curve; in most records, active means well fitted curve in the direction sought with a large enough effect; inconclusive means small, poorly fitted or top-dose-only effect, or another doubt; inactive means no such curve, though single readings can be large; an effect the other way counts as inactive or inconclusive. Not all compounds are listed; rates above refer to the full screens.

Structure	RORg inh	ELG1 DNA repair	Menin MLL FP TR	MBNL1 CUG block	KCNH2 3.1 inh	FLuc modulator	NPC1 promoter act	VP16 counter	Mito fusion act	Rab9 prom act	PKM2 act
CCOC(=O)Cc1cc(=O)[nH]c(Nc2nc3ccccc3o2)n1	10µM*	?	-3%	20%	-6	?	4%	16µM*	-2%	10%	-5%
Cn1nc(C(=O)N2CCN(c3ccc(Cl)cc3)CC2)c2c1-c1ccccc1S(=O)(=O)C2	22%	?	/	4%	-13	0%	-3%	-19%	21%	-5%	/
Cc1cccc(C(=O)NNC(=O)CN2C(=O)c3ccccc3C2=O)c1	-33%	7%	3%	16%	-19	-5%	-1%	-5%	-11%	2%	-1%
C/C(=N\NC(=O)CC#N)c1cc2ccccc2oc1=O	6.3µM*	10%	-19%	?	-3	6%	-2%	6.3µM*	27%	-8%	11%
CC(C)c1nc(SCC(=O)Nc2cccc(C(F)(F)F)c2)c2c(=O)n(C)c(=O)n(C)c2n1	?	?	18%	2%	8	0%	-9%	?	2%	-1%	-1%
COC(=O)[C@@H](Cc1c[nH]c2ccccc12)NC(=O)CCC(=O)c1ccc(F)cc1	11%	1%	35%[activator]	-2%	-14	-4%	0%	-1%	12%	6%	/
Cc1ccc(C(=O)OCC(=O)Nc2ccc3c(c2)OCO3)o1	17%	?	1%	-2%	0	-15%	17%	21%	0%	15%	-7%
O=C(NCCCNC(=O)c1cncc(O)c1)c1cncc(O)c1	-20%	17%	-1%	-10%	29	-5%	-3%	3%	0%	-4%	6%
O=C(COc1cc(Cl)c(Cl)cc1Cl)Nc1ccncc1	22%	?	9%	-13%	3	-16%	1%	0%	?	-5%	-15%
O=C(C1CCC(CNS(=O)(=O)c2cccc3nsnc23)CC1)N1CC=C(c2ccccc2)CC1 (stereo unspecified)	-17%	21µM*	12%	?	-3	-1%	4%	-12%	4%	-8%	-10%
OCCCN1c2ccccc2Nc2nnc(-c3ccccc3)cc21	10µM*	?	-8%	-3%	-1	1.9µM*	2.2µM*	?	-6%	2µM*	8%
Cc1ccsc1C1CC(=O)Nc2ccccc2S1 (stereo unspecified)	15%	11%	/	7%	5	-2%	1%	5%	-2%	5%	-1%
CSc1ncc(Cl)c(C(=O)Nc2ccccc2Cl)n1	-13%	17%	-1%	0%	-1	-2%	-2%	-14%	10%	18%	-2%
CN(C)c1ccc(C(=O)OCC(=O)NCCNC(=O)COC(=O)c2ccc(N(C)C)cc2)cc1	1%	?	/	-1%	-6	4.8µM*	4µM*	2%	-4%	1.4µM*	4%
CC(C)c1ccccc1NC(=O)c1ccco1	10%	5%	10%	-1%	5	-1%	0%	17%	-2%	-6%	3%
Cc1cc(C)n(-c2ccc(C(=O)Nc3ccc(C)c(S(=O)(=O)N(C)C)c3)cc2)n1	-34%	18µM*	6%	/	-3	17µM*	-4%	18µM*	0%	-20%	-14%
CCCn1c(/N=C/c2cc(OC)ccc2O)nc2ccccc21	?	-13%	-1%	1%	-23	-15%	-2%	?	0%	-4%	-7%
COc1ccc(NC(=O)CN2CCN(C(=O)c3ccco3)CC2)c(OC)c1	-6%	-8%	-23%	3%	2	1%	6%	-1%	-4%	-9%	1%
CC(C)Oc1cccc(C(=O)C2CCCN(Cc3ccc4nonc4c3)C2)c1 (stereo unspecified)	?	3%	-1%	15%	-45	1%	-1%	-1%	-17%	0%	1%
Cn1nc(C(F)(F)F)c(-c2ccc(F)cc2)c1NC(=O)Nc1ccc(F)cc1	?	-26%	/	/	3	2%	-1%	1%	7%	-4%	2%
O=c1c2ccc([N+](=O)[O-])c3cccc(c32)c2nc3ccccc3n12	-2%	?	-1%	0%	/	-1%	-41%[inhibitor]	-13%	2%	-41%[inhibitor]	-1%
O=C1C2C(c3cccc(/C=C/c4ccccc4)c3)CC=CC2C(c2ccc3ccccc3c2)N1Cc1ccccc1 (stereo unspecified)	34%&-11%	13%	-19%	-2%	/	5%	1%	-7%&3%	16%	-9%	-1%
Fc1ccc(NCc2nnc(SCc3nnc(-c4ccccc4)o3)n2CC2CCCO2)cc1 (stereo unspecified)	14%	-21%	-29%	-8%	-30	1%	-1%	5%	-3%	1%	4%
CCN(CC(=O)Nc1c(F)cccc1F)C(=O)CSc1nc2ccccc2o1	/	2%	/	/	0	1%	-7%	/	3%	-1%	/
Cc1cccc(NS(=O)(=O)c2ccc(C(=O)N3CCN(c4ccccc4O)CC3)cc2)c1C	36%	21µM*	/	-1%	3	2%	-1%	?	0%	-1%	14%
CNC(=O)C(=O)Nc1cc2c3c(c1)CCC(=O)N3CCC2	-15%	?	/	6%	24	-1%	-2%	?	-2%	7%	/
CCN(CC)CCCNc1nnc(C)c(=O)[nH]1	-1%	7%	2%	4%	-13	2%	2%	3%	0%	-5%	9%
Cc1ccccc1CSCCNC(=S)Nc1ccccc1	2.2µM*	-30%	25%	-1%	-7	-6%	-1%	7.1µM*	-8%	0%	-6%
CN(C)CCNC(=O)c1cc2c(s1)-c1ccc(Cl)cc1SC2	10µM*	?	?	?	-81*	?	-1%	?	-20%	6%	/
CCN1CCN(S(=O)(=O)c2ccc(Cl)c(C(=O)NC(C)c3ccccc3Cl)c2)CC1 (stereo unspecified)	/	5%	/	/	10	2%	0%	/	2%	0%	/

Additional records:
Structure	RORg inh	ELG1 DNA repair	Menin MLL FP TR	MBNL1 CUG block	KCNH2 3.1 inh	FLuc modulator	NPC1 promoter act	VP16 counter	Mito fusion act	Rab9 prom act	PKM2 act
COc1ccc(C(CNC(=O)C2CCN(S(=O)(=O)c3ccc(F)cc3)CC2)N(C)C)cc1 (stereo unspecified)	3%	9%	-19%	11%	13	-1%	-3%	1%	-3%	1%	/
CCOc1cc(/C=N/NC(=O)C2CCCC2)ccc1O	6%	2%	9%	19%	-8	-11%	-1%	-16%	4%	-1%	-3%
CCCCOc1ccc(C(=O)Nc2ccncc2)cc1	?	?	2%	13%	-3	?	-18%	7.9µM*	-1%	-26%	-1%
CC(OC(=O)CC1CCCCC1)C(=O)Nc1cccc(C#N)c1 (stereo unspecified)	/	6%	/	/	-21	1%	0%	/	14%	-4%	/
COc1ccc(S(=O)(=O)NCCCCNS(=O)(=O)c2ccc(OC)cc2)cc1	-16%	3%	6%	2%	4	1%	5%	-14%	12%	-3%	?
CC(=O)c1ccc(N2CCN(c3ncc(C(F)(F)F)cc3Cl)CC2)cc1	-28%	-13%	2%	6%	7	3%	-4%	?	-1%	0%	-2%
O=C(NCCCN1CCCC1=O)c1cc(COc2ccc(F)cc2F)on1	12%	?	/	-2%	-2	1%	-18%	-5%	-3%	0%	/
CCc1nnc(NC(=O)[C@@H]2CCCN2S(=O)(=O)c2ccc3c(c2)OCCO3)s1	-15%	-4%	-1%	-2%	17	-1%	0%	1%	1%	9%	3%
CC1=NN(c2ccccc2)C(=O)/C1=C\c1cn(-c2ccccc2)nc1C	4%	3%	23%	-2%	12	?	-4%	2%	-7%	-3%	-4%
O=c1c2ccccc2[nH]c2ccc(F)cc12	10%	?	-5%	?	8	1%	-4%	?	-8%	-4%	2%
CC(C)CC(=O)c1c[nH]c(C(=O)NCC2CCCO2)c1 (stereo unspecified)	12%	16%	-25%	-2%	7	-4%	2%	0%	-6%	5%	-4%
CCN(CC)c1ccc2c(c1)CCCN2	2.8µM*	?	-14%	36%[activator]	/	?	2%	?	-4%	2%	0%
CC(Oc1ccc(Br)cc1Cl)C(=O)Nc1ccncc1 (stereo unspecified)	23%[1.91 µM]	?	20%	-2%	-1	-3%	-9%	?	2%	-3%	-17%
Cc1nnc(NC(=O)CSCc2ccccc2)s1	?	17%	25%	-24%	0	-1%	1%	-6%	0%	-4%	-26%
CCc1nnc(NC(=O)CSc2nnc(-c3ccc(NS(=O)(=O)c4ccccc4)cc3)o2)s1	?	-11%	6%	?	12	6%	-4%	?	-8%	-2%	0.79µM*
COc1ccc(CCN(C(=O)/C=C/C(=O)O)C2CC(=O)N(c3ccccc3)C2=O)cc1 (stereo unspecified)	5%	5%	15%	-12%	-6	1%	-5%	1%	-1%	-2%	-4%
CCSc1nnc(NC(=O)/C=C/c2ccc3c(c2)OCO3)s1	21%	10%	1%	-7%	/	?	0%	5%	-3%	1%	-3%

Screening results as filed in PubChem.
